# High-throughput results: PubChem BioAssay, several laboratories
# Autophagy HCS = autophagy modulation, high-content screen | MEF GFP-LC3 puncta imaging; test concentration mostly 10 µM | calls only at 10 µM (by protocol) | 0.98% of 190,000 active;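 active = percentage of spot-positive cells more than 3 SD above its plate mean, without a fluorescence outlier flag or 80% toxicity; inconclusive = no clear call, values can overlap the other calls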;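 note: spot-positive cell cutoff set from DMSO-treated cells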
# HIV fusion peptide = inhibitors of HIV fusion peptide binding, primary screen, biochemical, uHTS, fluorescence dequenching (AID 1986) | cell-free peptide binding, fluorescence dequenching, 30 min; higher % means a stronger effect | 0.3% of 290,000 active | inhibition, % at 20 µM, or IC50 in µM where a hit was titrated; in the data active = inhibition mostly above about 52%, no sharp cut-off; inactive = mostly below about 76%; note: some results filed as inactive read as strong as hits
# WT yeast gro inh = growth inhibition of WT yeast, mitochondrial fusion screen. mitochondrial fusion phenotypic screen, WT strain. inhibition, % at 10 µM. 2.1% of 190,000 active; in the data active = inhibition above about 58%; tested in S. cerevisiae
# bCat nuc transl = alters nuclear translocation of beta-catenin in HeLa cells | immunofluorescence imaging | nuclear translocation activity, % at 5 µM | 0.3% of 190,000 active | AID 1665;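 active = nuclear translocation activity above 50% at 5 µM, with a well cell count of 50 or more; inconclusive = wells under 50 cells across six images, flagged as toxic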;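 note: per-cell ratio of nuclear to cytoplasmic median beta-catenin stain intensity; plate controls were DMSO negative control for no effect and GSK-3 inhibitor IX positive control for full effect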
#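 System: Human HeLa cells, endogenous beta-catenin | Compound dosing: 5 µM primary, 0.02–20 µM confirmation | Timing: 24 h compound exposure at 37°C, 5% CO2 | Measured by: Fluorescence imaging of beta-catenin antibody stain plus DAPI | Read-out basis: % activation of per-cell nuclear versus cytoplasmic median beta-catenin signal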
# AID2073 = inhibitors of Mint1-CaV2.2 protein interaction, biochemical, HTRF (AID 2073); 0.19% of 290,000 active; HTRF protein-protein interaction, Mint1-CaV2.2; higher % means a stronger effect; inhibition, % at 20 µM; hits with a dose series show IC50 in µM; in the data active = inhibition mostly above about 51%, no sharp cut-off; inconclusive = no clear call, values can overlap the other calls; inactive = mostly below about 53%; note: some results filed as inactive read as strong as hits
# Dynein cargo inh = dynein cargo transport inhibition; 3617.4 mouse cells, GR-EGFP nuclear translocation imaging; test concentration mostly 20 µM; stimulated with dexamethasone, 1 µM; stronger effect = lower value; z-score, hits read low; 0.47% of 220,000 active;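 active = plate z-score of nuclear minus cytoplasmic receptor signal below a set negative limit, without overly bright fluorescence or cell loss, cut at about -3.5 in these data, passing the limit was not always enough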;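 note: z-score of nuclear minus cytoplasmic ring GR-EGFP intensity difference per well; some compounds called inactive have numbers as strong as hits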
#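 Buffer or medium – tet-free medium with charcoal-stripped serum · Signal – automated 10x imaging of fixed Hoechst-stained cells · Also added – dexamethasone agonist, 1.0 µM final, for 30 min · Incubation – induction 48 h, compound 1 h, agonist 30 min · Read-out – GR-EGFP nuclear translocation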
# MT stabilizer = microtubule stabilization, imaging screen. HeLa tubulin immunostaining HCS, 24 h; share of cells brighter than vehicle mean+2SD. % tubulin-high responders, % at 10 µM. 0.83% of 200,000 active. AID 2205;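 active = plate Z-score above 3 for both tubulin-high and condensed-nucleus cell shares, with cell loss under 80%, at 10 µM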;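 note: anti alpha tubulin signal scored within the nucleus-defined area of each cell; some results filed as inactive read as strong as hits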
# Yfh1-depleted yeast = enhancers of respiration in Yfh1-depleted yeast, dose response, Friedreich's ataxia, plus single-dose screen (AID 1465); one-dose fold induction at 50 µM; EC50 in µM for titrated hits; 0.074% of 220,000 active; S. cerevisiae Yfh1-off respiration, WST-1 reduction, 72 h; higher fold induction means a stronger effect;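 active = fold induction of absorbance versus untreated yeast above a set limit, then at least 30% activation at any dose in follow-up; inconclusive = repeats straddling the limit, or above it without dose testing; inactive = fold induction below the set limit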;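 note: activators that raise dye reduction in frataxin-depleted yeast; strong numbers were not always called active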
# Ins promoter up = MIN6 insulin promoter up-regulation. MIN6 insulin promoter-GFP reporter, high-content imaging; stronger effect = higher value. z-score at 5 µM. 0.3% of 190,000 active;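 active = z-score above 3 at 5 µM with at least 500 cells counted in the well; inconclusive = wells under 500 cells, flagged as cytotoxic or low count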
# WT yeast gro inh mutant strain = recorded beside WT yeast gro inh, whose call it bears; inhibition, %; mitochondrial fusion phenotypic screen, mutant strain inhibition
# Dynein cargo inh cytoplasmic EGFP = recorded beside Dynein cargo inh, whose call it bears; z-score; measured here: cytoplasmic GR-EGFP intensity; stronger effect = higher value
# Dynein cargo inh nuclear GR-EGFP = further read-out of Dynein cargo inh, marked with its call; z-score; measured here: nuclear GR-EGFP intensity;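 lower value marks the stronger effect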
# Dynein cargo inh cell count = second read-out of Dynein cargo inh, no call of its own (marks repeat the call); z-score; measured here: cell count per field
# Ins promoter up cell count = also measured in Ins promoter up; calls as there; cell count; measured here: cytotoxicity, nuclei count;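 total cells summed across four imaged fields per well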
# bCat nuc transl cell count 5 µM = also measured in bCat nuc transl; calls as there; cell count; measured here: cell count, cytotoxicity flag
# MT stabilizer Hoechst-high % = second read-out of MT stabilizer, no call of its own (marks repeat the call); % Hoechst-high responders; measured here: nuclear condensation Hoechst responders;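 share of cells brighter than vehicle mean plus two SD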
# MT stabilizer cytotoxicity % = further read-out of MT stabilizer, marked with its call; toxicity, %; measured here: cytotoxicity by cell density;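 0% = mean cell density of plate MIN control wells and 100% = no cells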
# Autophagy HCS cell loss 18 h = second read-out of Autophagy HCS, no call of its own (marks repeat the call); toxicity, %; measured here: cell loss, nuclei count;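 cell loss after 18 h compound exposure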
# Starred values were filed as active, the others as inactive; i = inactive; ? = inconclusive; · = not tested or not shown.
canonical_smiles	HIV fusion peptide	MT stabilizer Hoechst-high %	AID2073	Dynein cargo inh nuclear GR-EGFP	Ins promoter up	WT yeast gro inh	Autophagy HCS cell loss 18 h	Autophagy HCS	Dynein cargo inh cell count	Yfh1-depleted yeast	Dynein cargo inh	Ins promoter up cell count	Dynein cargo inh cytoplasmic EGFP	WT yeast gro inh mutant strain	bCat nuc transl	MT stabilizer	MT stabilizer cytotoxicity %	bCat nuc transl cell count 5 µM
Cc1cc(=O)oc(C)c1C(=O)OCC(=O)c1ccc(Cl)c(Cl)c1	-0.1%	2.6	-2%	-0.75	·	6	4	i	3.4	i	-1.7	·	-0.21	-16	·	0.8	11	·
Cc1nc(Nc2ccc3c(c2)OCO3)c2oc3ccccc3c2n1	1.4%	3.6	16%	-0.072	-0.48	17	20	i	0.17	i	-0.7	1243	-0.29	35	-0.4	2.3	10	811
CC(C)CCn1c(CN(C)Cc2ccccc2)nc2c1c(=O)n(C)c(=O)n2C	-1.0%	2.6	14%	0.44	-5.1	2	14	i	-0.7	i	0.17	622	0.096	1	-0.6	3.8	8.5	1185
COc1ccc(Cc2nnc(Nc3ccc(C)cc3C)[nH]c2=O)cc1	-1.6%	2.1	-4%	0.82	-0.09	8	16	i	-1.5	i	1.4	1488	-0.12	5	0.3	3.8	5.6	1364
C=CCNc1ncnc2c1cnn2-c1ccc(Cl)cc1	1.7%	4.1	11%	0.51	-0.06	9	-13	i	-0.51	i	0.48	1550	-0.16	0	-1.7	4.6	5.7	1104
N=c1n(-c2ccccc2)c(O)cc(=O)n1-c1ccccc1	3.1%	2.5	5%	-0.23	·	-16	-7	i	0.11	i	-0.93	·	-0.31	0	·	3.6	4.3	·
CCOC(=O)CNC(=O)Nc1nnc(-c2ccc(OCC)cc2)o1	21%	3.0	7%	0.31	0.03	7	3	i	-0.5	i	-0.5	1239	-0.13	4	-5.1	3.8	8.8	910
C=CCOc1ccc(CNCCc2ccc(S(N)(=O)=O)cc2)cc1	-1.2%	3.3	17%	0.36	·	12	18	i	-0.24	i	0.38	·	0.043	4	1.4	2.8	5.3	1135
COC(=O)c1cn(C(C)C(=O)NCc2ccco2)c2ccccc12 (stereo not drawn)	0.2%	2.8	0%	1.2	0.89	1	-12	i	-0.59	i	0.59	1227	-0.23	0	1.6	1.5	10	1181
CCN(CC)CCCNC(=S)N1CCn2c(nc3ccccc32)C1	-2.3%	1.7	-8%	0.68	·	14	4	i	0.044	i	0.94	·	-0.22	0	-1.1	2.6	0.5	1080
O=C(/C=C/c1cccc(Cl)c1)Nc1ccncc1	-3.0%	1.5	-3%	-0.63	1.5	6	0	i	1.6	i	-1.4	1367	0.03	0	-1.4	1.6	7.9	1473
CC1CCCN(Cc2nc3c(c(=O)n(C)c(=O)n3C)n2Cc2c(F)cccc2Cl)C1 (stereo not drawn)	-1.4%	2.2	-2%	0.28	-0.74	16	24	i	-0.18	i	0.16	1528	-0.19	12	-0.2	5.5	9.3	980
CC1(C)NC(=O)N(CCCCOc2cccc(C(F)(F)F)c2)C1=O	0.2%	2.2	-6%	-0.073	-1.4	5	-11	i	0.69	i	-0.69	1164	-0.19	2	2.8	7.9	13	834
O=C(Nc1nnc(CCN2CCCCC2)s1)c1ccc(Br)cc1	-0.7%	1.4	-3%	-0.11	·	1	-1	i	0.41	i	-0.23	·	-0.27	5	2.4	1.6	9.1	620
Cc1cc(C(=O)COC(=O)c2ccc(Br)o2)c(C)n1C	-0.5%	1.8	-1%	-0.45	0.41	12	3	i	-0.024	i	-0.56	1249	-0.2	-20	-3.5	1.3	5.8	1207
O=S(=O)(c1cccs1)N1CCN(CC(O)COC2CCCc3ccccc32)CC1 (stereo not drawn)	2.3%	2.2	-11%	-0.085	-0.39	4	·	·	0.66	·	-0.76	1165	-0.2	4	-2.6	2.6	0.1	923
COCCn1c(SCCN2CCCCC2)nc2ccccc2c1=O	0.3%	1.4	14%	0.064	0.09	-2	-13	i	0.59	i	-0.2	1232	-0.18	-31	-3.7	2.9	8.0	912
Cc1ccc(-c2nnn(CC(=O)N(CCN3CCOCC3)C(C(=O)NC(C)(C)C)c3ccco3)n2)cc1 (stereo not drawn)	-0.4%	1.6	2%	-0.74	0.44	17	4	i	0.58	i	-0.44	1405	-0.36	1	0.1	2.1	6.9	1547
CCNc1nc(N)nc(Oc2ccc(C(=O)OC)cc2)n1	0.3%	1.3	-9%	-0.42	-0.3	-12	-7	i	0.26	i	-0.79	1350	-0.25	-11	0.8	2.0	7.1	1047
COc1ccc(NC(=O)/C(=C/c2ccc(OC(C)=O)c(OC)c2)NC(C)=O)cc1	2.6%	2.3	4%	0.081	0.05	-6	-19	i	-0.14	i	0.16	1328	-0.26	-5	-2.3	2.8	5.8	1105
Cc1cc(=O)oc2ccc(OCC(=O)N3CCc4ccccc43)cc12	7.7%	3.4	16%	0.041	-0.47	-22	-4	i	0.24	·	-0.6	1194	-0.22	-15	-4.5	5.3	8.1	952
CC1CC(CC(=O)NC(=S)Nc2ccccc2Cl)C(=O)O1 (stereo not drawn)	-1.3%	1.1	1%	1.3	-2.2	14	-33	i	-1.1	i	2.3	1408	-0.19	8	0.1	3.0	5.2	1555
COCCSc1nnc(NC(=O)C2CC(=O)N(c3ccc(OC)cc3)C2)s1 (stereo not drawn)	2.5%	2.8	-10%	-0.46	-0.18	1	-1	i	0.45	·	-1	1205	-0.21	3	-2.2	4.5	8.4	1116
COc1ccccc1N1C(=O)S/C(=C\c2cc(C)n(C)c2C)C1=O	-1.0%	1.7	5%	0.48	0.3	18	-17	i	-0.48	i	0.21	1710	0.13	-8	-5.0	4.1	4.9	1239
CCC(=O)Nc1c(C(=O)N2CCN(c3ccccn3)CC2)cnn1-c1ccc(Cl)cc1	1.7%	1.3	-3%	0.41	0.44	-1	6	i	1.8	i	0.56	1367	-0.27	7	-1.5	2.0	13	993
C/C(=N\N1CCN(Cc2ccc(C)cc2)CC1)c1ccco1	-1.2%	2.5	-9%	-0.11	-0.05	-10	8	i	-0.84	i	-0.19	1147	-0.18	-3	·	1.4	7.8	·
C=CCn1c(O)c(N=NC(=S)Nc2cccc(C)c2)c2ccccc21	-4.0%	3.0	-8%	0.59	-1.4	15	41	i	0.4	i	-0.6	592	0.35	-39	0.3	2.7	7.6	492
COc1ccc(-c2c[n+](CC(=O)c3ccccc3)c3n2CCCCC3)cc1	0.0%	·	-9%	0.31	?	·	·	·	-0.26	i	-0.58	·	-0.15	·	0.4	·	·	1348
Cc1ccc(-c2nn(-c3ccccc3)cc2/C=N/NC(=O)CSc2nnc(C)n2-c2ccccc2)cc1	-2.9%	2.9	10%	0.86	-0.72	10	20	i	-0.25	i	1	1107	-0.17	7	1.2	3.7	0.5	1437
O=C(c1cccc(-c2ccc(O)cc2)c1)N1CCOCC1	0.0%	1.1	-5%	0.011	-0.06	6	38	i	0.33	i	-0.4	960	-0.11	13	-3.5	1.2	8.3	1230
COCc1[nH][nH]c(=O)c1C=Nc1ccc(C(F)(F)F)cc1	0.1%	2.4	46%	0.5	-0.3	-27	-8	i	-0.87	i	0.41	1127	-0.21	4	-0.2	2.8	9.3	1150
Cc1c(Cl)cccc1-n1c(SCC(=O)N2CCC(C(=O)O)CC2)nnc1-c1ccncc1	0.0%	3.7	0%	0.25	0.62	-7	4	i	-0.49	i	1.1	1629	0.77	18	-4.8	2.6	6.4	1076
O=C(NNC1=NS(=O)(=O)c2ccccc21)C1CC(=O)N(c2ccccc2)C1 (stereo not drawn)	-2.0%	3.0	-1%	-0.15	1	-4	0	i	0.099	i	-0.39	1181	-0.32	1	0.0	2.1	6.6	1103
COc1ccc(C(NC(=O)/C=C/c2ccco2)c2ccc(OC)cc2)cc1	33%	1.2	62%	-0.075	0.32	17	40	i	-0.72	i	0.062	1529	-0.067	18	-3.0	5.8	6.6	1055
O=C(c1ccc2nc(N3CCOCC3)sc2c1)N1CCCC1	-1.4%	2.2	1%	0.3	-0.9	0	-6	i	-0.42	i	0.34	1457	-0.17	-6	0.2	3.8	10	1045
O=C(NCc1ccc(F)cc1)C(Cc1ccccc1)NS(=O)(=O)c1cccs1 (stereo not drawn)	0.7%	1.5	2%	-0.34	0.2	0	-10	i	0.88	i	-1.2	916	-0.04	-8	·	2.3	9.1	·
COC(=O)CSc1nnc(-c2ccccc2O)n1-c1ccc(C)cc1	-1.5%	1.1	6%	0.0064	·	-26	58	i	0.41	i	-0.21	·	-0.2	-5	-1.9	1.8	6.4	1143

# Copied from the listing, two compounds:
canonical_smiles	HIV fusion peptide	MT stabilizer Hoechst-high %	AID2073	Dynein cargo inh nuclear GR-EGFP	Ins promoter up	WT yeast gro inh	Autophagy HCS cell loss 18 h	Autophagy HCS	Dynein cargo inh cell count	Yfh1-depleted yeast	Dynein cargo inh	Ins promoter up cell count	Dynein cargo inh cytoplasmic EGFP	WT yeast gro inh mutant strain	bCat nuc transl	MT stabilizer	MT stabilizer cytotoxicity %	bCat nuc transl cell count 5 µM
O=C(NCc1ccc(F)cc1)C(Cc1ccccc1)NS(=O)(=O)c1cccs1 (stereo not drawn)	0.7%	1.5	2%	-0.34	0.2	0	-10	i	0.88	i	-1.2	916	-0.04	-8	·	2.3	9.1	·
COC(=O)CSc1nnc(-c2ccccc2O)n1-c1ccc(C)cc1	-1.5%	1.1	6%	0.0064	·	-26	58	i	0.41	i	-0.21	·	-0.2	-5	-1.9	1.8	6.4	1143
